ALOX12 inh – inhibitors of human 12S-lipoxygenase ALOX12; P18054; purified 12hLO, xylenol orange hydroperoxide absorbance; Potency, µM (top dose mostly 108 µM), inactives show at the top dose activity change, negative = inhibition, most hits filed as inhibitors; 1.1% of 580,000 active; active = well fitted inhibition curve with a large enough effect; inconclusive = small, poorly fitted or top-dose-only effect, or another doubt; inactive = no such curve, though single readings can be large or run the other way
Target sequence (P18054 whole entry, looked up): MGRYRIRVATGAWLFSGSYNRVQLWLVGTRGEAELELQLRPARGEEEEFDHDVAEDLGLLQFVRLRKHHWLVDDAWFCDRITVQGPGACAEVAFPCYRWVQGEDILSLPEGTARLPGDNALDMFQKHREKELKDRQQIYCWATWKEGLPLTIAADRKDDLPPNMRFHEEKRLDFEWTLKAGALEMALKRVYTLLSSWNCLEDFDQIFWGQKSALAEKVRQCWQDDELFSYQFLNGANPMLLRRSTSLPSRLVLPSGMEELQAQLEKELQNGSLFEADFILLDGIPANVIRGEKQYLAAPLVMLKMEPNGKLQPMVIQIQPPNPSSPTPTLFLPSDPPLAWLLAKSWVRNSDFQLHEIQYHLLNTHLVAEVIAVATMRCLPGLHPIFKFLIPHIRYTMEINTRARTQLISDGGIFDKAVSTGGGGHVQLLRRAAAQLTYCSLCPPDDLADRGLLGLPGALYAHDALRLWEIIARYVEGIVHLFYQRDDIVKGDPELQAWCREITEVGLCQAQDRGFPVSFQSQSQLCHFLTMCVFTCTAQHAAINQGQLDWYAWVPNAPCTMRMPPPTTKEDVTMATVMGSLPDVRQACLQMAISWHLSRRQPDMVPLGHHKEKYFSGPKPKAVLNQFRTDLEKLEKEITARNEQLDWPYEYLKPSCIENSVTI
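Purified human 12hLO at 150 nM in 25 mM Hepes, 0.01% Triton X-100, pH 7.0, preincubated 15 min at room temperature with compound. Reaction started with 40 uM arachidonic acid, 30 min at room temperature. Hydroperoxide measured by Fe-xylenol orange, 573/405 nm absorbance ratio.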
* marks the source's active call; other numbers are inactive results; u = inconclusive; [ ] = remark or other dose. % is scaled to controls: 0 for no effect and ±100 for the full control effect; potency is read from the fitted curve at half-maximal effect.

canonical_smiles	ALOX12 inh
O=C1C=C(Nc2ccc(C(F)(F)F)cc2)CCC1	u
Cc1cccc(C(=O)NC(C)C(=O)OCc2cc(=O)oc3cc(O)ccc23)c1 (configuration not stated)	-13%
Cc1cc(Br)ccc1NC(=O)c1ccc(=O)n(CCOc2ccccc2)n1	u
CCOC(=O)c1nc(N(C)c2cccc(C)c2)c2ccccc2n1	-30%
Cc1ccc(C(=O)N2CCC3(CC2)NC(=O)N(Cc2ccccc2)C3=O)cc1F	-4%
Cc1ccc(-c2ccc(=O)n(Cc3noc(C(=O)NCc4ccco4)n3)n2)cc1C	-9%
CC(C)CC(NC(=O)Cn1c(=O)c2c(ncn2C)n(C)c1=O)c1ccccc1 (configuration not stated)	u
CCCNC(=O)N1CC(C(=O)N(C)C)C2(CCOCC2)C1 (configuration not stated)	2%

The listing continues.
canonical_smiles	ALOX12 inh
COc1ccc(-c2cc(N3CCC(NC(=O)Cc4ccc(F)cc4)CC3)n[nH]2)cc1	33%[activator]
COc1ccc(-c2noc([C@@H]3CCCN3C(=O)c3ccco3)n2)cc1OC	13%
NC(=O)C1CCN(C(=O)C2CCCN(S(=O)(=O)c3ccccc3)CCC(=O)NCC2)CC1 (configuration not stated)	37%[activator]
Cc1ccc(-c2nc(C(=O)NCc3ccco3)no2)cc1	-19%
CC(C)(c1ccc(Oc2ccc(C(=O)O)c(C(=O)O)c2)cc1)c1ccc(Oc2ccc(C(=O)O)c(C(=O)O)c2)cc1	9%
COCc1ccc2c(c1)c(OC(C)(C)C(=O)NCCN1CCOCC1)nn2Cc1cccnc1	1%
O=C1CCCN1CC(=O)N1CCC[C@H](n2c(=O)n(CC3CC3)c3cccnc32)C1	16%
Cc1ccc(CS(=O)(=O)N[C@@H]2CN(c3ncccn3)C[C@H]2CN(C)C)cc1	37%[activator]

The listing continues.
canonical_smiles	ALOX12 inh
COc1cc(C(=O)N2CCC(CC(=O)NCCN3CCOCC3)CC2)cc(OC)c1OC	12%
CC(C)CCNC(=O)c1cc2n(n1)CC(c1ccc3c(c1)OCO3)OC2 (configuration not stated)	-8%
O=C1NCc2ccccc2CC12CCCCN2Cc1cccc(F)c1F (configuration not stated)	u
COc1ccc2c(c1)CCN=C2C[C@H]1CN(C(=O)c2c(C)noc2C)CC[C@H]1CC(=O)O	10%
CC(=O)c1ccc(C(=O)N(C)Cc2ccc(F)cc2)s1	-14%
Cc1c(CC(=O)NCCCn2ccnc2)c(=O)oc2cc(O)ccc12	u
CN(C)C(=O)N1CCCC(C(=O)NCc2nc(C3CCCCC3)no2)C1 (configuration not stated)	21%
Cc1cn2nc(C(=O)N3CCN(c4ccccn4)CC3)cc2c(N2CCCC2)n1	-10%

Next records.
canonical_smiles	ALOX12 inh
CC(C)(C)c1ccc(-c2nnc(SCC(=O)N3CCCC3=O)n2C2CCCC2)cc1	-27%
COCc1nc(-c2ccc(OC3CN(C(=O)c4ccc(OC)nc4)C3)cc2)no1	37%[activator]
CC1(c2ccccc2)COC(c2coc3ccccc3c2=O)OC1 (configuration not stated)	7%
CCc1ccccc1NC(=O)N1CCCC(Cn2cnc3cccnc32)C1 (configuration not stated)	13%
CCCCC(CC)C(=O)NCCCCCCCCNC(=O)C(CC)CCCC (configuration not stated)	-25%
COC(=O)C1=C(C)N(c2ccccc2)C(=S)NC1c1cccs1 (configuration not stated)	u
NC(=O)C(Cc1ccccc1)NS(=O)(=O)c1ccc(Cl)s1 (configuration not stated)	-11%
CN1CCN(Cc2nc(C3(O)CCN(Cc4ccccc4)CC3)cs2)CC1	15%[176 µM]

Remaining list, next part:
canonical_smiles	ALOX12 inh
O=C(c1nn(Cc2ccccc2)c(=O)c2ccccc12)N1CCN(c2ccccc2O)CC1	1%
Cc1cc(C)c2oc(C(=O)Nc3cccnc3)cc(=O)c2c1	3%
Cc1cccc(CNc2nc(-c3ccccc3CN(C)C)nc3ccccc23)c1	u
O=C(CSc1nnc(-c2ccncc2)n1C1CC1)Nc1ccccc1C(=O)NC1CC1	u
COCCNC(=O)CCn1nc(-c2ccccc2)c2ccccc2c1=O	-30%
Cc1ccc(C(=O)NC2CCSC2=O)cc1C (configuration not stated)	-2%
COC(=O)C1=C(N)N(c2ccc(Br)cc2)C2=C(C(=O)CCC2)C1c1ccc(OC)cc1 (configuration not stated)	u
O=C(CSc1ccc2c(c1)OCCCO2)Nc1cccc2ccccc12	16µM*

Remaining list, next part
canonical_smiles	ALOX12 inh
Cc1ccc(-n2c(C3CCN(C(=O)COc4ccc(Cl)cc4)CC3)n[nH]c2=O)cc1	u
O=C(O)c1cc(-c2cccc(Cl)c2)nc2c(Cl)cccc12	-3%
NC(=S)N1CCCN1c1ccccc1	u
O=C(NCc1ccccc1)C1c2ccccc2OCC(=O)N1Cc1ccc2c(c1)OCO2 (configuration not stated)	u
COC(=O)Cn1c(=O)c2c(nc(-n3nc(C)cc3C)n2C)n(C)c1=O	0%
CC(C)c1noc(-c2cccn3c(CNC(=O)Cc4ccccc4Cl)nnc23)n1	45%[activator]
CCCc1cncnc1N1CCN(C2CCN(Cc3ccco3)CC2)CC1	39%
CSc1ccc(-c2noc(-c3ncn4c3COC(c3ccccc3Cl)C4)n2)cc1 (configuration not stated)	28%

The list goes on.
canonical_smiles	ALOX12 inh
CCOc1ncccc1CNC(=O)C1CCN(S(=O)(=O)c2cccnc2)CC1	-1%
CC(C)(C)n1ccc(C(=O)N2CCN(CC3CC3)[C@@H]3CS(=O)(=O)C[C@@H]32)c1	7%
CCOC(=O)c1nc(N(CC)c2ccc(OC)cc2)c2ccccc2n1	9%
COc1cccc(C(=O)N2CCCC(c3nc(SCCN4CCOCC4)ncc3C)C2)c1 (configuration not stated)	7%
c1ccc2c(c1)CC(N1CCC(CN(Cc3ccc4nonc4c3)CC3CCCO3)CC1)C2 (configuration not stated)	19%
C#C[C@]1(OC(C)=O)CCC2C3CCc4cc(OC(C)=O)ccc4C3CCC21C (some centres not stated)	-3%
CC(C)CC1OC(C)CC2=C1C(=O)OC(C)(C)O2 (configuration not stated)	106%[activator]
N#Cc1ccccc1S(=O)(=O)N[C@H]1CO[C@H]2[C@@H]1OC[C@@H]2n1nnnc1Oc1ccc(-n2ccnc2)cc1	13%

Additional entries follow:
canonical_smiles	ALOX12 inh
COc1ccc(C2Cn3nnc(-c4nc(-c5ccc(F)cc5)no4)c3CO2)cc1 (configuration not stated)	40%[activator]
Cc1ccc(C(=O)NC2CCN(c3cnn(Cc4ccccc4)c(=O)c3)CC2)s1	52%[activator]
O=C(COc1cccc(Cl)c1)Nc1ccc(-c2nc3ccccc3o2)cc1	-59%
O=C(NCc1ccccc1)N1CCCC(Cn2cnc3cccnc32)C1 (configuration not stated)	17%
Cc1ccc(NC(=O)N2CCC(n3cnnc3C3CC3)C2)cc1 (configuration not stated)	7%
N#CCCC(C#N)Cn1c(=O)c2c(ncn2Cc2ccccc2)n(Cc2ccccc2)c1=O (configuration not stated)	27%
COc1ccc(C(=O)NC2CCN(c3cc(-c4ccc(OC)cc4)[nH]n3)CC2)cc1	37%[activator]
Cn1ccc2c(C(=O)NCc3cccnc3)nc(-c3cncnc3)cc21	-2%[176 µM]

Look-ups from the results shown.
`O=C(NCc1ccccc1)N1CCCC(Cn2cnc3cccnc32)C1` (configuration not stated) in ALOX12 inh → 17%
`COCc1ccc2c(c1)c(OC(C)(C)C(=O)NCCN1CCOCC1)nn2Cc1cccnc1` in ALOX12 inh → 1%

Other records follow.
canonical_smiles	ALOX12 inh
Cc1cc(C)n2nc(SC(C)C(=O)Nc3ccc(F)cc3Cl)nc2n1 (configuration not stated)	-5%
CCOC(=O)[C@]12CCC=C1N(CCC1=CCCCC1)C(=O)[C@H](CC(=O)NCCCOC)C2	-22%
CSc1ccccc1C(=O)NC(C)c1ccccc1 (configuration not stated)	-1%
N#C/C(=C/c1ccccc1OCc1ccccc1)c1cccc(F)c1	-3%
O=C(Cc1c(Cl)cccc1Cl)OCc1cccc([N+](=O)[O-])c1	u
CC(=O)c1ccc(NC(=O)N2C[C@@H]3C[C@H](C2)c2ccc(NC(=O)Nc4cccc(F)c4)c(=O)n2C3)cc1	u
COc1ccccc1C(=O)N1CC(N(C)c2ccccc2C)C1	8%[6.33 µM]
O=C(C1CCC1)N1CCN(c2nnc3ccc(Cl)cn23)CC1	51%[activator]

(cont.)
canonical_smiles	ALOX12 inh
CC(=O)Oc1cncc(C(=O)O)c1	-2%
COc1ccc(CNCc2ccco2)cc1OC	u
COc1cccc(OC)c1OCc1ccon1	0%
COc1ccc(C2(C(=O)N3CCCC(c4nc(-c5cccnc5)no4)CCNC(=O)CC3)CC2)cc1 (configuration not stated)	6%
CC(C)(C)n1nnnc1C1CC2(CCOCC2)C(=O)N1Cc1ccccc1F (configuration not stated)	41%[activator]
CC(C)N1CC[C@H](c2nnc(-c3cccnc3)o2)C1	69%[activator][176 µM]
O=C(CCc1nc2ccccc2[nH]1)N1CCCC(Cc2noc(-c3ccccc3)n2)C1 (configuration not stated)	50%[activator]
CCn1ncc(N2CCCC(CC(=O)NCC3CC3)C2)cc1=O (configuration not stated)	11%

Next section:
canonical_smiles	ALOX12 inh
Cc1cc(C)c2c(=O)cc(C(=O)Nc3ccc(Cl)cc3)oc2c1	18%
CCN(CC)c1nc2ccccc2nc1C(=O)Nc1ccc(Cl)cc1	-1%
Cc1ccc2c(c1)N(C=Nc1c(C)cccc1Cl)C(c1ccccc1)c1cccn1-2 (configuration not stated)	-1%
O=C(CCl)NCCC12CC3CC(CC(C3)C1)C2	-11%
Cc1ccc(-c2ccc3c(n2)CN(C)C(=O)CO3)cc1	2%[176 µM]
COCc1noc([C@@H]2CN(Cc3cnn(C(C)C)c3)C[C@H]2C(N)=O)n1	42%
Fc1ccccc1-c1nnc(SCc2cn3ccccc3n2)n1C1CC1	u
COCC1CN(C(C)=O)CC12CCN(Cc1ccc(F)cc1)CC2 (configuration not stated)	9%

The list goes on.
canonical_smiles	ALOX12 inh
CC(C)C(=O)N[C@H]1[C@H](O)[C@H](O)C[C@@H]1c1cccnc1	36%[activator][176 µM]
CCOC(=O)C1=C(CNc2ccc(C)c(Cl)c2)NC(=O)NC1c1ccc(Cl)cc1 (configuration not stated)	8.9µM*
CCOc1ccc(NC(=O)CCc2c[nH]c3ccccc23)cc1	-19%
Cc1nc2cc(F)ccc2cc1C(=O)NC(C1CC1)C1CC1	25%
COc1cc2c(cc1OC)C(C[C@H]1CN(C(=O)c3ccco3)CC[C@H]1CC(=O)O)=NCC2	56µM*
COc1ccc(Cl)cc1-c1ccc2c(c1)C(=O)N1CCN(C(C)=O)C[C@@H]1C(=O)N2	15%[176 µM]
CC(C)CN1CCN(C2CCOC3(CCN(C(=O)c4ccnn4C)CC3)C2)CC1 (configuration not stated)	15%
COc1ncc2nc(-c3ccc(Cl)cc3)c(=O)n(Cc3cccs3)c2n1	8%

Brought forward from above: five compounds; new compounds follow.
canonical_smiles	ALOX12 inh
Cc1nc2cc(F)ccc2cc1C(=O)NC(C1CC1)C1CC1	25%
COc1cc2c(cc1OC)C(C[C@H]1CN(C(=O)c3ccco3)CC[C@H]1CC(=O)O)=NCC2	56µM*
COc1ccc(Cl)cc1-c1ccc2c(c1)C(=O)N1CCN(C(C)=O)C[C@@H]1C(=O)N2	15%[176 µM]
CC(C)CN1CCN(C2CCOC3(CCN(C(=O)c4ccnn4C)CC3)C2)CC1 (configuration not stated)	15%
COc1ncc2nc(-c3ccc(Cl)cc3)c(=O)n(Cc3cccs3)c2n1	8%
Cn1c(=O)c2c(nc(N3CCOCC3)n2CC(=O)c2ccc(Cl)cc2)n(C)c1=O	-12%
COc1ccc2cc(C(=O)N3CCN(S(=O)(=O)c4ccc(C)cc4C)CC3)c(C)nc2c1	-9%
CN1C(=O)CC(C(=O)O)C12CCN(C(=O)NCCc1ccccc1)CC2 (configuration not stated)	53%[activator]
COc1ncccc1-c1cnc2[nH]cc(CC(=O)Nc3ccn(C)n3)c2c1	20%[176 µM]
COc1ccc(-c2c(C(=O)O)sc3c2NC(=O)CC32C(=O)N(C)c3ccc(C(C)C)cc32)cc1 (configuration not stated)	32%[activator]
O=C(NCCC1CCN(C(=O)Nc2ccccc2)CC1)c1cccs1	21%
C[C@H]1[C@@H]2[C@@H](O)[C@H]([C@H](C)C(=O)N3CCCCC3)CC[C@@]2(C)CC[C@@H]1NS(C)(=O)=O	22%[176 µM]
O=C(OCc1cc2ccccc2[nH]c1=O)c1ccccc1F	25%

Part of the list above in order of length of the SMILES, falling.
canonical_smiles	ALOX12 inh
COc1ccc2cc(C(=O)N3CCN(S(=O)(=O)c4ccc(C)cc4C)CC3)c(C)nc2c1	-9%
Cn1c(=O)c2c(nc(N3CCOCC3)n2CC(=O)c2ccc(Cl)cc2)n(C)c1=O	-12%
COc1ncccc1-c1cnc2[nH]cc(CC(=O)Nc3ccn(C)n3)c2c1	20%[176 µM]

Going on with the list.
canonical_smiles	ALOX12 inh
Cc1cccc2ncc(C(=O)N3CCC4(CCNC(=O)CC4)CC3)c(=O)n12	-4%
CC(C)C[C@H](NC(=O)CC1CCCC1)C(=O)N1CCC[C@H]1C(=O)NCc1ccccc1	-2%
O=C(C1CCCC1)N1CCC(Oc2ccccc2)C1 (configuration not stated)	7%
CNC(=O)C1CN(c2ccccc2)C(=O)N1 (configuration not stated)	-11%[176 µM]
COC(=O)CNC(=O)c1nc(-c2ccc(Cl)cc2Cl)c2ccccn12	3%[6.33 µM]
CCc1cccc(NC(=O)CCS(=O)(=O)c2ccc3c(c2)oc(=O)n3C)c1	u
COc1ccccc1-c1cnc(Nc2cccnc2)c2c1CCO2	64%[activator][176 µM]
COc1ccc(CN2C[C@H]3CN(Cc4ccc(S(C)(=O)=O)cc4)CCN3C2=O)cc1	11%[176 µM]

Source: PubChem (National Center for Advancing Translational Sciences (NCATS))

This is a subset, so the mix of outcomes need not match the whole.
